# Source: PubChem
# FUS suppressor: suppressors of FUS proteinopathy in yeast; S. cerevisiae FUS-expressing, growth rescue, OD600, 24 h; Potency, µM (series often up to 76.6 µM), for inactives: top-dose growth rescue (activation), usual class: activators; 390,000 compounds, 0.24% hits; AID 1347120;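 also: potency is read from the fitted curve at half-maximal effect; plate controls were DMSO vehicle for no effect and reference control for full effect; nearly all actives have a fitted effect of over 55% in size; some results filed as inactive show a strong effect at the top dose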
#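 Cultures pregrown in 2.5% raffinose medium are shifted to minimal medium containing 2% galactose to express toxic FUS. Compounds are tested at several concentrations. After 24hr at 30C, growth is quantified at 600 nm absorbance.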
# aSyn yeast inh: rescues yeast growth from alpha-synuclein toxicity | Yeast expressing alpha-synuclein, growth rescue, BacTiter-Glo, 24 h | Potency, µM (titrated, usually from 46.1 µM), without a hit: top-dose growth rescue (activation), hits mostly activators | 370,000 compounds, 0.14% hits | AID 652106; also: potency is read from the fitted curve at half-maximal effect; % of control where 0% means no effect; nearly all actives have a fitted effect of over 65% in size
#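 Rescue of yeast growth: cells expressing toxic alpha-synuclein, induced in galactose at OD600 0.02, incubated with compound 24 h at 30 C. ATP luminescence quantified growth; inhibitors of toxicity appear as activators.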
# GLP-1R inv ag: GLP-1 receptor (human) inverse agonism | 410,000 compounds, 1.6% hits | HEK293 GLP-1R CRE-luciferase, luminescence, 24 h; GLP-1R form is constitutively active | Potency, µM (doses to about 38.3 µM), for inactives: at the highest dose activity change, negative = inhibition, actives largely listed as inhibitors | P43220; also: potency is read from the fitted curve at half-maximal effect; % is scaled to controls: 0 for no effect and ±100 for the full control effect; nearly all actives have a fitted effect of over 55% in size
# Target sequence (P43220 whole entry, looked up): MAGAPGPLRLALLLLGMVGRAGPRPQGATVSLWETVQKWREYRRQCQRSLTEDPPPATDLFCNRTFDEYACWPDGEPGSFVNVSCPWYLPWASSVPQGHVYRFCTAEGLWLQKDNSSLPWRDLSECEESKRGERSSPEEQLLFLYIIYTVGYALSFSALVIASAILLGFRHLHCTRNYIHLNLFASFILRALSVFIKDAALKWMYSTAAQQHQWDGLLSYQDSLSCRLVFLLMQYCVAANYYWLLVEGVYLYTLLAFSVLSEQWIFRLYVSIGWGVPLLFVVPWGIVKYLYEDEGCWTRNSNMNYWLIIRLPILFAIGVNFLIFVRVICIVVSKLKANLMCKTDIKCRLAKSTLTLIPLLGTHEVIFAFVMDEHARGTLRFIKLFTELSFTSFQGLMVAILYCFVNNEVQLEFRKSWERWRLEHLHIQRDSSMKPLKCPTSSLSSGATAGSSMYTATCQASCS
#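 Seeding at 200 cells/uL, 12 h culture, 24 hr compound treatment, then luciferase reagent and a luminescence read; cells are HEK293 stably expressing a constitutively active GLP-1R plus cAMP-responsive luciferase.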
# Abeta rescue: restores growth of yeast expressing A-beta42 peptide; yeast expressing A-beta42, growth rescue, OD600, 48 h; response scale: 0% DMSO, 100% iron-clioquinol control; Potency, µM (titrated, usually from 46.1 µM), inactives show at the highest dose growth rescue, actives largely listed as activators; 410,000 compounds, 0.063% hits; also: potency is read from the fitted curve at half-maximal effect; nearly all actives have a fitted effect of over 55% in size
#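 Yeast A-beta toxicity model in growth medium with pinned compounds, 48 h at 30 C; growth read as absorbance at 600 nm. Normalized to FeCl3/clioquinol equimolar mix (positive) and DMSO (negative).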
# Akt phos inh: inhibitors of Akt phosphorylation; Neuro2A IGF-stimulated pAkt S473 HTRF, 20 min; active compounds read low; activity change, % for hits at 50 µM; 360,000 compounds, 0.32% hits; AID 651550; in the data active = activity change below about -80%; inconclusive = mostly about -51% to -80%; also: % is scaled to controls: 0 for no effect and ±100 for the full control effect
#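 Neuro2A cells in DMEM with 0.5% FBS, overnight at 37 deg C, given compound at single 50 µM final, then IGF (6 nM final) for 20 min at 37 deg C. Lysed; phospho-Akt Ser473 by HTRF after 24 h, 665/615 ratio.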
# PTHR1 ag: activates the human parathyroid hormone receptor PTHR1. Potency, µM (top dose mostly 115 µM), for the others: at the top dose activation, usual class: activators. 410,000 compounds, 0.075% hits. Q03431. HEK293 GP2 PTHR1 cells, GloSensor cAMP luminescence, 1 h; also: potency is read from the fitted curve at half-maximal effect; nearly all actives have a fitted effect of over 55% in size; some results filed as inactive show a strong effect at the top dose; inactives centre near -15; many of its hits are not listed in these tables
# Target sequence (Q03431 whole entry, looked up): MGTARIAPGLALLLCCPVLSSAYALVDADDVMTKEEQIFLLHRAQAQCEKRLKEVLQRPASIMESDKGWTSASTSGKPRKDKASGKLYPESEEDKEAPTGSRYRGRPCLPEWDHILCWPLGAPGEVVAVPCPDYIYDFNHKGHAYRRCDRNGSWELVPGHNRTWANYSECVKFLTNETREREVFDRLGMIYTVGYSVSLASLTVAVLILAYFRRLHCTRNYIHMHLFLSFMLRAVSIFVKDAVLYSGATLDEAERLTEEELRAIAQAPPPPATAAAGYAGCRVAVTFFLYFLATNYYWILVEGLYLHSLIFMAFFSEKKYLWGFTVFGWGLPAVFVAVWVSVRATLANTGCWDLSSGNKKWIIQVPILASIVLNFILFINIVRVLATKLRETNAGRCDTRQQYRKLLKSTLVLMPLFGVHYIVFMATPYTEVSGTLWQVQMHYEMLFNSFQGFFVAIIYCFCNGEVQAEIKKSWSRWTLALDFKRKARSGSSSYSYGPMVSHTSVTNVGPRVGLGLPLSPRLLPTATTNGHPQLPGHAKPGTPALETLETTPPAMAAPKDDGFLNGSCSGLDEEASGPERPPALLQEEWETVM
#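 HEK-293-derived GP2 cells expressing PTHR1 and a GloSensor cAMP reporter, 3,000/well, plated overnight, given luciferin plus IBMX (each 0.5 mM as added) for 1 h at 37 °C, then compound for 1 h at 37 °C. Luminescence was read after 15 min at room temperature.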
# MmCpn inh: inhibitors of Methanococcus maripaludis chaperonin (MmCpn); purified Mm-Cpn ATPase, ADP Transcreener TR-FRET; Potency, µM (doses to about 76.9 µM), without a hit: top-dose activity, negative = inhibition, hits mostly inhibitors; 330,000 compounds, 0.031% hits; also: potency is read from the fitted curve at half-maximal effect; % is scaled to controls: 0 for no effect and ±100 for the full control effect; nearly all actives have a fitted effect of over 80% in size
#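 25 nM Mm-CPN + cpd, 10 min 37°C; + 10 uM ATP, 30 min 37°C; buffer 30 mM Tris pH 7.4, 100 mM KCl, 5 mM MgCl2, 1 mM DTT; Transcreener ADP HTRF detection 30 min RT.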
# TDP43 rescue: inhibitors of TDP-43 toxicity in yeast; 410,000 compounds, 1.8% hits; Potency, µM (titrated, usually from 46.1 µM), for inactives: at the highest dose growth rescue (activation), usual class: activators; TDP-43 expressing yeast growth rescue, BacTiter-Glo, 24 h; also: potency is read from the fitted curve at half-maximal effect; % of control where 0% means no effect; nearly all actives have a fitted effect of over 50% in size
#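 Yeast cells expressing TDP-43 under galactose induction are exposed to compounds for 24 hr at 30 deg C. BacTiter-Glo luminescence measures growth, so protective compounds score as activators.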
# GLP1R cytotox: cytotoxic in the GLP-1 receptor inverse agonist counter-screen. HEK293 cAMP-luciferase reporter cells, luminescence, 24 h. Potency, µM (doses to about 38.3 µM), without a hit: top-dose activity change, negative = inhibition, hits mostly inhibitors. 410,000 compounds, 0.13% hits. AID 624418;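 also: loss of luciferase light is scored as toxicity; potency is read from the fitted curve at half-maximal effect; % is scaled to controls: 0 for no effect and ±100 for the full control effect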
#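 To flag toxic compounds, the library was rerun on cells for 24 hr at 37 deg C and 5% CO2. Viability-linked luminescence was captured 12 min after adding luciferase detection reagent.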
# Active calls of the source: *; i = inactive; ? = inconclusive; . = no result given; [ ] = another dose, or the depositor's remark. Unless noted, calls follow the shape of the dose curve; as a rule, active = well fitted curve in the direction sought with a large enough effect; inconclusive = small, poorly fitted or top-dose-only effect, or another doubt; inactive = no such curve, though single readings can be large; an effect the other way counts as inactive or inconclusive.
SMILES,FUS suppressor,aSyn yeast inh,GLP-1R inv ag,Abeta rescue,Akt phos inh,PTHR1 ag,MmCpn inh,TDP43 rescue,GLP1R cytotox
Cc1c(C(=O)C(=O)NCC2CCCO2)c2ccccc2n1C (stereo not drawn),5.8%,4.5%,2.3%[0.307 µM],18.7%,i,i,-1.8%,3.8%,-2.8%[0.307 µM]
Cc1ccc(Oc2ncc(CN3CC(C)OC(C)C3)s2)cc1 (stereo not drawn),10.9%,-0.7%,13.1%,-0.4%,i,-22.3%,-2.1%,1.4%,?
O=C(C1CC1)N(CCN(C(=O)C1CC1)c1ccccc1)c1ccccc1,7.0%,-3.8%,-18.4%,-5.9%,i,i,0.8%,0.9%,12.7%
COc1ccc(-n2c(C)cc(-c3cn4cccc(C)c4n3)c2C)cc1,30.5%,2.4%,9.0%,-14.2%,i,-3.2%,-1.2%,-4.1%,-6.9%
Cc1ccc(C(CC(=O)c2ccc(Cl)cc2)C(=O)O)cc1 (stereo not drawn),4.1%,15.8%,-1.6%,?,i,i,2.0%,-10.4%[0.397 µM],-0.3%
CN1C[C@@H]2C(c3ccc(Cl)nc3)C3(c4ccccc4)CC2(C3)[C@H]1c1ccccc1 (stereo partly drawn),8.8%,-1.6%,?,3.3%,i,i,-0.6%,-4.7%,-13.3%
C=C(C)CSc1nc2ccccc2[nH]1,-39.9%,-4.7%,20.3%,20.7%,i,-4.6%,3.3%,10.2%,-1.7%
c1ccc2c(c1)nc1n2CN(Cc2ccc3c(c2)OCO3)CN1,-2.7%,0.1%,0.0%,-10.0%,i,-14.6%[57.5 µM],0.7%,15.3%,4.6%
CC1=C(C(=O)Nc2ccccc2F)C(c2ccsc2)C2=C(CC(c3ccccc3)CC2=O)N1 (stereo not drawn),?,0.5%,?,-3.6%,i,i,-8.1%,-11.3%,29.2%
CCCCC(O)(CCCC)C(=O)NN(C(=O)CCl)c1ccccc1,-19.2%,2.4%,-25.0%,12.7%,i,-11.8%,0.8%,28.8%,-23.6%
O=C(Oc1ccccc1)N(c1ccccc1)c1ccccc1,-1.4%,-1.3%,12.3%,8.7%,i,i,0.5%,-1.2%,-1.8%
O=C(CS(=O)CC(=O)Nc1ccccc1-c1ccccc1)Nc1ccc(F)cc1 (stereo not drawn),23.7%,7.7%,?,-0.6%,i,-9.2%,1.3%,-9.9%,-5.1%
COc1ccccc1CN1C[C@@H]2C[C@@H](C3=Cc4cccc(OC)c4OC3)N3CCC[C@@]23C1=O,20.8%,12.3%,?,-0.8%,i,-3.0%,-1.8%,-18.2%,-0.8%
COc1ccc(CC(=O)NC(C)c2nnc(SCC(=O)Nc3ccccc3F)n2C)cc1 (stereo not drawn),8.5%,-3.0%,-1.9%[7.66 µM],-5.9%,i,-3.1%,-2.3%,-0.4%,-0.8%[7.66 µM]
O=C(CSc1nnc(-c2ccccn2)n1-c1ccccc1)Nc1ccc2c(c1)OCO2,19.4%,-4.2%,?,2.0%,i,i,.,-4.5%,?
CCOC(=O)c1[nH]c2ccccc2c1NC(=O)c1ccc(Br)o1,-0.3%,-0.2%,-18.7%,3.7%,i,-10.2%[57.5 µM],-0.8%,?,-29.7%
O=C1NCC(COCC2CC=CCC2)O1 (stereo not drawn),-4.3%,0.7%,6.6%,1.6%,i,i,2.0%,5.0%,2.1%
O=C(O)c1ccc(CSc2ncn[nH]2)cc1,-7.9%,-5.7%,-1.1%,3.2%,i,i,-6.7%,-14.6%,0.3%
O=C(NCCc1csc(-c2ccccc2)n1)c1ccccc1F,-4.2%,-3.8%,-18.6%,-10.4%,i,-14.7%,1.7%,?,10.0%
Cc1cc(C(F)(F)F)nn1Cc1n[nH]c(=S)n1Cc1ccccc1,27.9%,.,?,20.2%,.,-51.1%[inhibitor],0.5%,-1.1%,-2.3%

# Looked up one by one from above (two):
SMILES,FUS suppressor,aSyn yeast inh,GLP-1R inv ag,Abeta rescue,Akt phos inh,PTHR1 ag,MmCpn inh,TDP43 rescue,GLP1R cytotox
Cc1ccc(C(CC(=O)c2ccc(Cl)cc2)C(=O)O)cc1 (stereo not drawn),4.1%,15.8%,-1.6%,?,i,i,2.0%,-10.4%[0.397 µM],-0.3%
CCCCC(O)(CCCC)C(=O)NN(C(=O)CCl)c1ccccc1,-19.2%,2.4%,-25.0%,12.7%,i,-11.8%,0.8%,28.8%,-23.6%

# Next section
SMILES,FUS suppressor,aSyn yeast inh,GLP-1R inv ag,Abeta rescue,Akt phos inh,PTHR1 ag,MmCpn inh,TDP43 rescue,GLP1R cytotox
COc1ccc(C(CC(=O)N2CCN(c3ccccc3)CC2)c2c(OC)cc(OC)c3ccc(=O)oc23)cc1 (stereo not drawn),?,-1.2%,-7.9%,0.8%,i,-3.5%,-3.7%,-7.7%,-13.4%
O=C(CC1CCCC1)N1CCCC(Nc2ccc(F)cc2)C1 (stereo not drawn),8.4%,1.2%,?,2.8%,i,-68.6%[inhibitor],-1.6%,8.1%,-4.9%
Cn1ccc2c(/C=C/c3ccc(F)cc3)cc3c(c21)C1CCC3C1 (stereo not drawn),28.8%,0.8%,15.7%,10.5%,i,i,.,?,4.1%
Cc1ccc(NC(=O)COC(=O)c2ccc3c(c2)OCCO3)cc1S(=O)(=O)N1CCOCC1,41.5%,-1.0%,0.5%,-4.2%,i,-6.4%,-1.9%,-14.3%,-15.2%
O=C(CC1S/C(=N/N=C2CCCCCC2)NC1=O)Nc1ccc(Br)cc1F (stereo not drawn),21.2%,1.2%,?,4.6%,i,-12.2%,0.1%,-1.3%,8.4%
COc1ccc(N(CCN2C(=O)c3ccccc3C2=O)C(=O)c2cccc([N+](=O)[O-])c2)cc1,24.7%,14.1%,37.1%[activator],0.2%,i,-32.8%[inhibitor],4.1%,11.2µM*,2.1%
O=C(CN(C(=O)c1csnn1)c1ccc(F)cc1)NCc1ccc(F)cc1,16.4%,-0.3%,-15.2%,7.1%,i,i,4.3%,-9.1%[0.397 µM],-9.1%
Cc1cc(C)cc(NC(=O)C(OC(=O)C2=COCCO2)c2ccccc2)c1 (stereo not drawn),.,5.0%,3.8%,7.1%,i,-2.2%,1.6%,28.8%,-28.9%
CCCCc1c(C)c2cc(C)ccc2[nH]c1=O,8.7%,3.1%,3.0%,10.5%,i,i,-1.8%,10µM*,-4.8%
CN(C)/C=C1/OC(=O)C(C#N)=C1c1ccc(Cl)cc1,-27.5%,-1.9%,-11.8%,-7.2%,i,i,-0.5%,10.6%,-10.4%
CCCCN1C(=O)NC2NC(=O)NC21 (stereo not drawn),1.3%,8.6%,4.3%,17.8%,i,-13.2%[57.5 µM],0.0%,-4.5%,-7.4%
COc1ccccc1N1CCN(C2CCCN(C(=O)Cn3cccn3)C2)CC1 (stereo not drawn),.,-2.1%,-4.5%,-8.7%,i,-21.7%,0.7%,1.2%,-0.1%
COc1cccc(/C=N/NC(=O)CNC(=O)C(c2ccccc2)c2ccccc2)c1O,38.7%,0.0%,?,-9.7%,i,-11.8%,-0.1%,-35.9%[inhibitor],-0.7%
O=C(CSc1nnc(CNc2ccc(F)cc2)o1)N1CCN(C(=O)c2ccco2)CC1,-5.8%,-0.8%,-3.8%,15.3%,i,-3.1%,-2.0%,-13.5%,-22.5%
CC1(C)Cc2cccc(Oc3ccc(S(=O)(=O)N4CCCC4)cn3)c2O1,9.6%,5.4%,-4.2%,-2.1%,i,-20.1%,-0.1%,19.6%[9.22 µM],7.3%
O=C(CCN1CCOCC1)c1ccc(Br)cc1,-2.8%,-25.8%,4.6%[0.307 µM],-6.5%,i,-21.5%,-4.1%,12.1%,-1.5%[0.307 µM]
CN1/C(=C\C(=O)Nc2ccc(Br)cc2)C(C)(C)c2ccccc21,.,-10.7%,?,-13.7%,i,i,0.1%,-16.7%,-5.7%
CS(=O)(=O)N1CCN(c2ccccc2NC(=O)c2cccnc2)CC1,-5.7%,-2.2%,9.8%,-5.0%,.,i,1.4%,-8.1%,-14.2%
CCOc1ccc(-n2ccnc2SCC(=O)NCc2ccc3c(c2)OCO3)cc1,-9.7%,-4.6%,?,?,i,-4.6%,2.9%,10.4%,4.4%
CCn1cc(C(=O)N2CCN(c3cc(Cl)ccc3C)CC2)c(=O)c2cc(S(=O)(=O)N3CCCC3)ccc21,17.3%,.,-12.0%,-4.8%,.,-26.9%,.,15.1%,-5.9%
COc1ccccc1C(=O)N/N=C/C(C)=C/c1ccccc1,4.2%,3.3%,8.1%,1.2%,i,-0.9%,1.2%,26.3%,8.3%
CN(CCCNC(=O)c1ccc(CS(=O)c2ccc(Br)cc2)o1)Cc1ccccc1 (stereo not drawn),-4.7%,0.1%,?,9.0%,i,-20.3%,8.1%,-6.2%,4.3%
CC(C)CN1CCN(CCCOC(=O)Nc2cccc3ccccc23)CC1C (stereo not drawn),-10.8%,-0.6%,?,6.4%,i,-0.6%,.,-14.4%,0.0%
COc1ccccc1-c1nn2c(-c3ccco3)nnc2s1,52.7%,13.3%,101.5%[activator],-19.8%,i,i,1.3%,16.5%,2.3%
C/C(=N\NC(=O)C1CC1)c1ccc(C)cc1C,-32.0%,1.0%,14.9%,2.8%,i,i,.,0.0%,-3.0%
O=C(Cn1nnc(-c2cccc(C(F)(F)F)c2)n1)NC(=O)NCc1ccco1,-11.7%,0.1%,2.9%,5.6%,i,-16.7%[57.5 µM],0.4%,-10.2%,-1.8%
N#Cc1ccc(Oc2ccc(C(F)(F)F)cc2NC(=O)c2ccc(F)cc2)cc1,-5.1%,5.0%,?,10.6%,i,-4.0%,-3.7%,-5.9%,-3.0%

# Not all compounds are listed. The share of hits here may be higher or lower than overall.
